V1aR counter: agonists of human V1a receptor, primary screen, counter-screen for OXTR agonist project, fluorescence, CHO-V1R cells; activation, % at 3 µM; Fluo-8 calcium fluorescence, agonist mode; 0% DMSO, 100% 3 nM vasopressin; Vasopressin V1a receptor (Homo sapiens), P37288; AID 2797, 2010; hit rate 0.25% among 320,000;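 active = activation above the mean activation of all tested compounds plus 3 SD, per screening run, cut at about 20% in these data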;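 note: signal is peak over basal fluorescence ratio across a 100 second FLIPR read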
Target sequence (P37288 whole entry, looked up): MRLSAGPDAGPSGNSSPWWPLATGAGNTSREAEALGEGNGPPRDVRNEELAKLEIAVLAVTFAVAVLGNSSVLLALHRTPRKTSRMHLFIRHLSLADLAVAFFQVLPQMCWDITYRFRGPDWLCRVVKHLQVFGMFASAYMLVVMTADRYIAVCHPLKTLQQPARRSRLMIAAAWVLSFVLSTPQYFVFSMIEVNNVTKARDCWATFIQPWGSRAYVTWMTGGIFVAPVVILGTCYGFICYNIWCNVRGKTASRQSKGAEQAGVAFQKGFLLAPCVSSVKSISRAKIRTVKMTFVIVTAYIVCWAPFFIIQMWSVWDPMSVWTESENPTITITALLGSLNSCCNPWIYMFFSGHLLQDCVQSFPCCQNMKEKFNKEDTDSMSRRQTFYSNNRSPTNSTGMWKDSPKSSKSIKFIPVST
M1 ag: human M1 muscarinic receptor agonists, primary screen, Fluo-8 calcium fluorescence, CHO-K1 cells, HTS; CHO-K1 hM1, agonist mode; 0% DMSO, 100% acetylcholine EC100; activation, % at 3 µM; hit rate 0.33% among 360,000;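 active = activation above the run's mean compound activation plus 3 SD, cut at about 16% in these data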;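 note: peak over basal fluorescence ratio within a 140 s kinetic read after compound addition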
CHO parental Ca: ATP-evoked calcium signal inhibitors, parental CHO, primary screen, counter-screen for OX1R antagonist project, cell-based, fluorescence, Fluo-8 calcium dye. parental CHO-K1, ATP-induced calcium, Fluo-8 fluorescence. inhibition, % at 5.6 µM. hit rate 0.63% among 330,000;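 active = inhibition above that plate's mean sample inhibition plus 3 SD, cut at about 26% in these data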;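 note: 0% = ATP-challenged DMSO wells and 100% = DMSO wells without ATP; some compounds past the cut are filed as inactive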
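Material: parental CHO cells / Compound: single nominal dose of 5.6 µM per compound / Signal: Fluo-8 fluorescence / Replicates: singlicate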
OXTR potentiator: human OXTR potentiators, primary screen, fluorescence, CHO-OTR cells, Fluo-8 calcium. Fluo-8 calcium fluorescence, potentiator mode; 0% = oxytocin EC15, 100% = EC100. activation, % at 3 µM. hit rate 0.061% among 320,000;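 active = activation above that plate's cutoff, the mean activation of tested compounds plus 3 SD, cut at about 6.6% in these data, passing the limit was not always enough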;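 note: 100% uses oxytocin at 75 nM as the full agonist control; some results filed as inactive read as strong as hits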
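Material: CHO-OTR cells, human receptor; compound dosing: single dose, 3.0 µM nominal final compound concentration; schedule: 6 min compound pre-incubation at room temperature, 100 s kinetic read; measured by: kinetic Fluo-8 calcium fluorescence; read-out basis: % activation vs EC15 and EC100 oxytocin; controls: EC15 oxytocin alone as 0%, 75 nM oxytocin as 100%; replicates: singlicate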
CHO-K1 Ca PAM: nonselective calcium activators in parental CHO-K1 cells, primary screen, counter-screen for M1 PAM project, cell-based, Fluo-8 calcium fluorescence, full deck, 1536-well. ATP EC20; 0% at ATP EC20, 100% at ATP max. activation, % at 3 µM. hit rate 0.02% among 360,000;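 active = activation above the run cutoff, the mean activation of all test compounds plus 3 SD, cut at about 40% in these data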;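 note: peak over basal fluorescence ratio in a 140 s read after ATP addition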
CHO-K1 Ca antag: M1 antagonist counterscreen hit in parental CHO-K1 cells; ATP-induced calcium, Fluo-8 fluorescence; inhibition, % at 3 µM; hit rate 0.6% among 360,000;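 active = inhibition above a per-plate cutoff, the plate's mean sample inhibition plus 3 SD, cut at about 24% in these data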;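 note: 0% = DMSO plus EC80 ATP and 100% = DMSO alone without ATP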
CHO-K1 Ca ag: counter-screen for M1 agonists: effect in parental CHO-K1 cells; Fluo-8 calcium fluorescence; scaled to maximal ATP response, vehicle zero; activation, % at 3 µM; hit rate 0.48% among 360,000; in the data active = activation above about 15%;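 note: untransfected CHO-K1 host cells lacking M1 receptor as counterscreen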
TAAR1 ag: human TAAR1 agonists, primary screen, Fluo-8 calcium fluorescence, CHO RD-HGA16 cells; activation, % at 3 µM; hit rate 0.99% among 360,000; AID 624467, 2012; vehicle wells 0%, saturating PEA agonist 100%;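 active = activation above the mean activation of all test compounds in the run plus 3 SD, cut at about 38% in these data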
Target sequence (Q96RJ0 whole entry, looked up): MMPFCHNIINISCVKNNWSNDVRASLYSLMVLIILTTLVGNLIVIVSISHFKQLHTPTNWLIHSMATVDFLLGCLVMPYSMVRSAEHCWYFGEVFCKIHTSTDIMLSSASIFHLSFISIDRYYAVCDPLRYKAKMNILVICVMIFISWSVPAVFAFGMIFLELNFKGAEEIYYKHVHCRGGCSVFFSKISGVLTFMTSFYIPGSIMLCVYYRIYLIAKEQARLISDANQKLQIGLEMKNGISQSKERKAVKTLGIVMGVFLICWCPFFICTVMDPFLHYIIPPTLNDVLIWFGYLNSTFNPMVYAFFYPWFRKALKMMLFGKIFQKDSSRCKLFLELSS
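Assay system – CHO-derived RD-HGA16 cells with stable Gα16 and human TAAR1 · Compound dosing – one-point dosing at 3 µM (nominal) · Incubation – 17-24 h seeding, 75 min 37 °C dye, 30 min RT · Measured by – kinetic Fluo-8 calcium fluorescence · Control set – DMSO vehicle as 0%, PEA at EC100 as 100% · Repeats – single well for each compound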
TAAR1 antagonist: human TAAR1 antagonists, primary screen, Fluo-8 calcium fluorescence, CHO RD-HGA16 cells | Trace amine-associated receptor 1 (Homo sapiens), Q96RJ0 | antagonist | inhibition, % at 3 µM | hit rate 1.5% among 360,000 | AID 624466, 2012;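 active = inhibition above a per-plate cutoff, the mean inhibition of test compounds on that plate plus 3 SD, cut at about 49% in these data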;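 note: 0% = DMSO plus EC80 beta-PEA response and 100% = DMSO alone without agonist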
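Material: CHO RD-HGA16 cells bearing hTAAR1; compound dosing: one-point dosing, 3 µM nominal final; schedule: dye loading 75 min at 37 °C, then 30 min room temperature; measured by: calcium fluorescence with Fluo-8; control set: vehicle and agonist controls; replication: n of 1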
* hit, by the source's call; nt = not tested or not shown.

SMILES | V1aR counter | M1 ag | CHO parental Ca | OXTR potentiator | CHO-K1 Ca PAM | CHO-K1 Ca antag | CHO-K1 Ca ag | TAAR1 ag | TAAR1 antagonist
Cn1nc(-c2ccccc2)c(C#N)c1Sc1cccc(Cl)c1 | 2.4 | -6 | -25 | -4 | 1 | -1 | 0.6 | 1 | 4
c1ccc(OCCN2CCOCC2)cc1 | -1.2 | -6 | -5 | -11 | -5 | -7 | -0.2 | 1 | 5
CC(=O)Nc1ccc(NC(=O)CSc2nnc3ccc(-c4cccnc4)nn23)cc1 | -0.5 | -1 | -1 | -12 | -14 | 4 | 0.0 | 0 | 2
CCc1cccc2c1NC(=O)C21OCCO1 | 0.1 | 5 | 2 | -22 | 8 | -4 | 0.1 | -2 | -5
C[n+]1ccc(C(=O)Nc2ccccc2Cl)cc1 | 1.0 | 0 | -4 | 2 | 4 | 1 | 0.8 | 1 | -3
Cc1nc(SCC(=O)O)n[nH]1 | 0.2 | -2 | 2 | -3 | 4 | -7 | -0.1 | 0 | -13
COc1cc([C@@H]2CC=C(C(=O)O)CN2S(=O)(=O)c2ccc(C)cc2)cc(OC)c1OC | -0.2 | -3 | -12 | 1 | 1 | -11 | 0.3 | 3 | 11
O=C(O)C1OC(Oc2cc3oc(-c4ccccc4)cc(=O)c3c(O)c2O)C(O)C(O)C1O (configuration not stated) | 1.8 | -3 | 0 | 4 | -7 | -7 | -0.2 | 1 | 6
CCOc1ccc(CC(=O)Nc2nccs2)cc1OCC | -0.7 | -3 | -23 | -3 | -2 | -10 | 0.4 | 1 | -19
COC(=O)c1c(NC(=O)C2CC2)sc(C(=O)Nc2ccccc2)c1C | -0.4 | -1 | -24 | -8 | 7 | 4 | 8.0 | 7 | 21
Cc1ccc(C)c(NC(=O)CSc2nnc(-c3cc(C)[nH]n3)n2N)c1 | 1.2 | -1 | -4 | -5 | 18 | -5 | -0.1 | 4 | -14
CC(C)Nc1ccc(-n2nc3ccccc3[n+]2[O-])cc1 | 0.0 | 6 | -10 | -2 | 8 | 0 | 0.5 | 5 | 11
COC(=O)C1CC(=O)N(Cc2ccccc2)C1 (configuration not stated) | 0.6 | -13 | -8 | -5 | -3 | -6 | -0.3 | 9 | -6
CC(=O)Nc1nc2cc(C(N)=O)ccc2s1 | 0.5 | -4 | 0 | -2 | 18 | -14 | 1.6 | 3 | -13
O=[N+]([O-])c1ccc(C=NN2CCOCC2)s1 | nt | 3 | nt | nt | 6 | -4 | 0.2 | 1 | 14
Cc1ccc(-n2c(N)cc(=O)nc2SCC(=O)NC2CCCCC2)cc1C | 0.3 | -1 | -4 | -3 | -4 | 10 | 0.6 | 1 | -22
CCNC(=O)N(CC)C[C@H]1N[C@@](CC)(C(=O)OC)[C@H]2C(=O)N(Cc3ccccc3)C(=O)[C@@H]12 | -0.1 | 1 | -7 | 2 | 0 | -3 | 0.5 | 1 | 1
c1ccc2cc(CCO[C@H]3CCCCO3)ncc2c1 | 0.2 | -6 | -11 | -10 | -11 | -6 | 0.1 | 3 | -4
CC(=O)Nc1ccccc1-c1nc2ccc(C(=O)N3CCN(c4cccc(C)c4)C(C)C3)cc2[nH]c1=O (configuration not stated) | 0.8 | -3 | -12 | -6 | -3 | 2 | 2.3 | 3 | 19
Cc1nnc(SCC(=O)Nc2ccc(O)cc2)c2ccccc12 | 1.3 | 8 | -4 | 1 | -10 | -1 | 0.6 | 4 | -10
O=C(NC1CC(=O)N(c2ccccc2)C1)C1CC1 (configuration not stated) | 0.2 | -3 | -2 | -11 | 10 | -5 | 3.2 | 1 | 11
Cc1cccc(C2=NN(c3ccc(Br)cc3)[C@@H](C(=O)N3CCOC3=O)[C@@H]2c2ccc(F)cc2)c1 | 1.4 | -4 | -17 | 3 | -3 | -14 | 0.8 | 4 | -5
CCCCNS(=O)(=O)c1cccc(NC(=O)[C@@H]2O[C@H](CO)[C@@H](O)[C@H]2O)c1 | nt | -2 | nt | nt | 0 | -5 | -0.1 | 1 | -19
Cc1cc(NC(=O)CSc2nc(C(C)(C)C)nc3ccccc23)no1 | -1.1 | -5 | -20 | 0 | 22 | -11 | 0.9 | 0 | 14

Copied from the list:
Value for c1ccc2cc(CCO[C@H]3CCCCO3)ncc2c1 in TAAR1 ag: 3
Value for COC(=O)c1c(NC(=O)C2CC2)sc(C(=O)Nc2ccccc2)c1C in OXTR potentiator: -8
Value for CCOc1ccc(CC(=O)Nc2nccs2)cc1OCC in V1aR counter: -0.7
Value for COC(=O)C1CC(=O)N(Cc2ccccc2)C1 (configuration not stated) in CHO-K1 Ca ag: -0.3
Value for C[n+]1ccc(C(=O)Nc2ccccc2Cl)cc1 in TAAR1 ag: 1

(more compounds)
SMILES | V1aR counter | M1 ag | CHO parental Ca | OXTR potentiator | CHO-K1 Ca PAM | CHO-K1 Ca antag | CHO-K1 Ca ag | TAAR1 ag | TAAR1 antagonist
CCOC(=O)CSc1nc(C)cc2c1C(=O)OC2 | 0.3 | -2 | 0 | -20 | 1 | -15 | 0.7 | 0 | 1
Cc1ccccc1S(=O)(=O)Cc1ccc(C(=O)NC2CCCCCC2)o1 | 3.5 | 1 | -35 | -13 | 21 | -7 | 2.8 | 1 | -11
O=C1OC(N2CCN(C(=O)C3CCCO3)CC2)c2ccccc21 (configuration not stated) | 1.8 | -3 | 7 | -13 | 1 | -10 | 0.3 | 15 | -11
Cc1ccc(NS(=O)(=O)c2ccccc2[N+](=O)[O-])cc1S(=O)(=O)N1CCCCC1 | 2.1 | 0 | -11 | -7 | 15 | -13 | 0.9 | 5 | -13
Cc1ccc(S(=O)(=O)N2CCCC2)cc1C(=O)NCCN1CCOCC1 | 0.6 | -6 | -2 | -1 | 4 | -8 | 1.1 | 2 | -12
COc1ccc(N=Cc2ccc[nH]2)cc1 | 0.5 | 3 | -12 | 0 | -4 | -6 | 0.3 | 3 | -24
Cc1ccc(S(=O)(=O)NC(=O)NC(C)Cc2ccccc2)cc1 (configuration not stated) | 4.0 | -3 | -11 | -4 | -6 | -12 | 0.0 | 24 | 4
COc1ccc(-c2csc(Cc3nnc(N4CCOCC4)n3-c3ccccc3)n2)cc1OC | -0.1 | -4 | -18 | -2 | 16 | -11 | 0.1 | nt | nt
N=c1ccn(Cc2ccc(F)cc2)cc1 | 1.0 | -9 | 6 | -4 | 14 | -11 | 1.0 | 0 | -1
COC(=O)c1ccccc1NC(=O)CSc1nnc(C(C)NC(=O)c2ccc(Cl)cc2Cl)n1C (configuration not stated) | -1.3 | -5 | -22 | 0 | 7 | -8 | -0.2 | -2 | 11
COc1ccc2[nH]cc(CCNC(=O)/C=C/[C@H]3O[C@@H](n4cc(C)c(=O)[nH]c4=O)C[C@@H]3O)c2c1 | nt | -3 | nt | nt | 20 | -16 | 1.5 | 0 | 1
CN1CCN(c2ccc(NC(=O)COc3ccccc3)cc2Cl)CC1 | nt | -4 | nt | nt | 17 | -9 | 4.9 | 36 | 6
Cc1noc(C)c1NC(=O)Nc1cccc2c1O[C@H](CN(C)S(=O)(=O)c1ccc(F)cc1)[C@@H](C)CN([C@H](C)CO)C2=O | 0.6 | -4 | -4 | -7 | 3 | -13 | 0.4 | 2 | 2
O=C(c1cccs1)n1nc(-c2ccccc2)nc1NCc1ccc(F)cc1 | 0.7 | -3 | -3 | -3 | -15 | 1 | 0.3 | 15 | -2
O=[N+]([O-])c1cccc(-c2cnc3ccccc3n2)c1 | -1.7 | -2 | -12 | -5 | 11 | -10 | 1.5 | 0 | 1
CC(=O)N1CCOc2ccc(S(=O)(=O)N3CCC(C(=O)Nc4cc(C)cc(C)c4)CC3)cc21 | -0.6 | -3 | -16 | -2 | -12 | -6 | 2.2 | 0 | -11
CC1=C(C(=O)N2CCOCC2)C(c2c(C)cc(C)cc2C)NC(=S)N1 (configuration not stated) | -0.4 | -3 | -15 | 0 | 16 | -10 | 0.4 | 6 | 14
CN(C(=O)c1ccco1)c1nnc(-c2ccc(F)cc2)s1 | 4.8 | 0 | -7 | -1 | -12 | -14 | 5.7 | -2 | 13
CCN1CCN(c2ccc(NC(=O)c3ccccc3F)cc2Cl)CC1 | 1.8 | -9 | 0 | -6 | -7 | 22 | 0.0 | 6 | -16
COC(=O)c1cc(S(=O)(=O)NCCN2CCN(c3ccccc3F)CC2)c[nH]1 | 2.2 | -9 | -10 | -8 | 7 | 21 | 4.0 | 2 | -6
CC1=C(C(=O)Nc2cc(C(=O)NCCC(C)C)ccc2C)SCCO1 | 0.2 | -1 | -21 | -9 | 8 | -7 | 0.0 | -1 | 11
COc1ccc(/C=N/NC(=O)c2ccc(Cn3cc([N+](=O)[O-])cn3)o2)c(OC)c1C | -0.3 | -3 | -18 | -8 | -4 | 0 | 0.2 | 0 | -15
CN(C)CCN(C)c1cc2c(c3c1ccn3C)C1CCC2O1 (configuration not stated) | nt | -6 | nt | nt | 15 | 3 | 1.0 | 1 | 5
CC(=O)c1c(C)[nH]c(C(=O)Nc2cccc3ccccc23)c1C | 5.2 | -3 | -7 | -14 | -1 | -2 | 0.9 | 4 | -6
O=[N+]([O-])c1ccc2c(c1)C=C1CCCCC1(N1CCCC1)O2 (configuration not stated) | -0.9 | -5 | -14 | -5 | -4 | -6 | -0.4 | -1 | -21

Gathered by group: the compounds so far containing a furan ring, fused or not.
SMILES | V1aR counter | M1 ag | CHO parental Ca | OXTR potentiator | CHO-K1 Ca PAM | CHO-K1 Ca antag | CHO-K1 Ca ag | TAAR1 ag | TAAR1 antagonist
Cc1ccccc1S(=O)(=O)Cc1ccc(C(=O)NC2CCCCCC2)o1 | 3.5 | 1 | -35 | -13 | 21 | -7 | 2.8 | 1 | -11
CN(C(=O)c1ccco1)c1nnc(-c2ccc(F)cc2)s1 | 4.8 | 0 | -7 | -1 | -12 | -14 | 5.7 | -2 | 13
COc1ccc(/C=N/NC(=O)c2ccc(Cn3cc([N+](=O)[O-])cn3)o2)c(OC)c1C | -0.3 | -3 | -18 | -8 | -4 | 0 | 0.2 | 0 | -15

Source: PubChem BioAssay (The Scripps Research Institute Molecular Screening Center)

Compounds as they come, and some 3.3% of all compounds hit somewhere here.
